# Assay outcomes (PubChem BioAssay)
# HT1080 IDH1KD tx = kills HT-1080 cells with IDH1 knockdown; HT-1080 IDH1 knockdown viability, ATP luminescence, 48 h; Potency, µM (titrated, usually from 46.1 µM), for inactives: at the highest dose activity, negative = toxicity, actives largely listed as cytotoxic; actives 2% (n = 360,000); AID 686971;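 further: 0% = DMSO wells and -100% = cell-free medium wells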
#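 Viability of IDH1-knockdown HT-1080 fibrosarcoma cells was assessed by CellTiter-Glo after 48 h at 37 °C with titrated compound; concentration-effect curves were classified by fit quality and response size.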
# KB-V1 cytotox = kills drug-selected multidrug resistant KB-V1 cells. KB-V1 MDR cells viability, CellTiter-Glo, 72 h. Potency, µM (series often up to 46.1 µM), without a hit: at the top dose activity change, negative = cytotoxicity, most hits filed as cytotoxic. actives 3.4% (n = 400,000); further: on the % scale 0 is the no-effect control and ±100 the full control effect; nearly all actives have a fitted effect of over 60% in size
#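 qHTS viability screen in drug-selected KB-V1 MDR cells: 72 h compound treatment at 37 degrees C, ATP luminescence end point.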
# TDP43 rescue = inhibitors of TDP-43 toxicity in yeast; TDP-43 expressing yeast growth rescue, BacTiter-Glo, 24 h; AID 652104; actives 1.8% (n = 410,000); Potency, µM (titrated, usually from 46.1 µM), inactives show at the top dose growth rescue (activation), actives largely listed as activators; further: % of control where 0% means no effect; nearly all actives have a fitted effect of over 50% in size
#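 Readout is BacTiter-Glo luminescence of cell growth, so inhibitors register as activators. TDP-43-expressing yeast at OD600=0.02 in galactose medium, after raffinose pregrowth to mid-log, were incubated with compound for 24 hr at 30 deg C.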
# GLP-1R agonist = agonists of human GLP-1 receptor. AID 624172. P43220. Potency, µM (titrated, usually from 45.6 µM), for the others: at the top dose activation, actives largely listed as activators. HEK293 GLP-1R CRE-luciferase, luminescence, 4-6 h; cells express a hypersensitive GLP-1R form. actives 0.007% (n = 380,000); further: % of control where 0% means no effect
# Target sequence (P43220 whole entry, looked up): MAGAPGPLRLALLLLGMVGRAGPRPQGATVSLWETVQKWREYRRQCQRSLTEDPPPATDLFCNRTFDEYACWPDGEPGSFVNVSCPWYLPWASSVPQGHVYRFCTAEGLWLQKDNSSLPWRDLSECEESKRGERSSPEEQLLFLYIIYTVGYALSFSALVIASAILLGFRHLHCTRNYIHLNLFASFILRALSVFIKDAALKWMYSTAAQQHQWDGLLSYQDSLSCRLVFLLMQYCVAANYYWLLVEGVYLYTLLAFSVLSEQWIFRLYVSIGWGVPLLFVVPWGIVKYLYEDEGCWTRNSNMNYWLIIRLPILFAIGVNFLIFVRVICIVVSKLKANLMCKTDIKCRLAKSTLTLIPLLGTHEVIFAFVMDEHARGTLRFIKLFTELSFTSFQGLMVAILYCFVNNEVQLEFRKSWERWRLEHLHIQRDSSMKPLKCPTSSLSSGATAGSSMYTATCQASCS
# HT1080NT lethal = kills 2HG-producing HT-1080-NT fibrosarcoma cells. AID 686970. actives 1.6% (n = 360,000). Potency, µM (titrated, usually from 46.1 µM), for inactives: at the top dose activity, negative = less viability, actives largely listed as cytotoxic. HT-1080-NT fibrosarcoma viability, CellTiter-Glo ATP luminescence, 48 h;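 further: NT is the 2HG producing partner of a matched IDH1 knockdown line; 0% = DMSO-treated cells and -100% = media-only wells without cells; nearly all actives have a fitted effect of over 55% in size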
#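 A 48-hour cytotoxicity screen used HT-1080-NT cells plated 2 hours before compound delivery. ATP-based CellTiter-Glo luminescence measured viability, normalized to DMSO and no-cell controls.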
# KB-3-1 cytotox = KB-3-1 parental cell cytotoxicity. KB-3-1 viability, CellTiter-Glo ATP luminescence, 72 h. Potency, µM (top dose mostly 46.1 µM), without a hit: at the highest dose activity change, negative = cytotoxic, actives largely listed as cytotoxic. actives 1.4% (n = 400,000); further: on the % scale 0 is the no-effect control and ±100 the full control effect; nearly all actives have a fitted effect of over 60% in size
#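 Cytotoxicity in the drug-sensitive parental line KB-3-1 was scored as loss of CellTiter-Glo luminescence following 72 h incubation with compound. Values come from curve fitting of normalized concentration-response data.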
# SW480 rerep = inducers of DNA re-replication in SW480 colon cancer cells. SW480 DNA re-replication, Hoechst DNA content imaging, 48 h. Potency, µM (titrated, usually from 46.1 µM), inactives show at the highest dose re-replication activation, usual class: activators. actives 1.8% (n = 340,000). AID 624297; further: % of control where 0% means no effect; nearly all actives have a fitted effect of over 55% in size
#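 Image-based read-out: total Hoechst fluorescence of nuclei (405 nm excitation, 500-530 nm emission), with hits raising the fraction of high-intensity nuclei. SW480 colon cells incubated 48 hr with compounds at 37 C.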
# GLP1R cytotox = cytotoxicity in counter-screen for GLP-1R inverse agonists | HEK293 cAMP-luciferase reporter cells, luminescence, 24 h | Potency, µM (highest dose often 38.3 µM), for inactives: top-dose activity change, negative = inhibition, usual class: inhibitors | actives 0.13% (n = 410,000) | AID 624418;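 further: loss of luciferase light is scored as toxicity; on the % scale 0 is the no-effect control and ±100 the full control effect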
#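 Luminescence readout: signal drop marks cytotoxicity. Plated cells grew 12 h at 37 °C, 5% CO2, received 23 nL compound for 24 h, then got luciferase reagent, read after 12 min at RT.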
# GLP1R inv ag = inverse agonists of human GLP-1 receptor. P43220. HEK293 GLP-1R CRE-luciferase, luminescence, 24 h; GLP-1R form is constitutively active. Potency, µM (doses to about 38.3 µM), for the others: at the top dose activity change, negative = inhibition, actives largely listed as inhibitors. actives 1.6% (n = 410,000). AID 624417; further: on the % scale 0 is the no-effect control and ±100 the full control effect; nearly all actives have a fitted effect of over 55% in size
#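 Stable HEK293 clone (constitutively active GLP-1R + cAMP-response luciferase); 200 cells/uL plated, 12 h pre-culture, compound 24 hr, 37 deg C/5% CO2; detection reagent 12 min RT; luminescence.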
# The depositor's hits bear a star; ? = inconclusive; . = not tested or not shown; & = joins results of further samples; [ ] = dose if it differs, or a comment. The call rests on the fitted dose curve; in most records, active means well fitted curve in the direction sought with a large enough effect; inconclusive means small, poorly fitted or top-dose-only effect, or another doubt; inactive means no such curve, though single readings can be large; an effect the other way counts as inactive or inconclusive. Potency means the concentration at half of the fitted maximal effect. Not a hit list; 9.4% or so of the library scored in one or more.
SMILES	HT1080 IDH1KD tx	KB-V1 cytotox	TDP43 rescue	GLP-1R agonist	HT1080NT lethal	KB-3-1 cytotox	SW480 rerep	GLP1R cytotox	GLP1R inv ag
CCC1Oc2ccccc2N(CC(=O)NCCN2CCCC2)C1=O (stereo not drawn)	0%	15%	-13%	8%	0%	2%	-4%	8%	3%
CN1CCN(S(=O)(=O)c2ccc(NC(=O)c3cccc(F)c3)cc2)CC1	-5%	-1%	-10%	13%	-10%	-1%	8%	-2%	-1%
CC(C)C[C@H](NC(=O)NCCC1=CCCCC1)C(=O)O	10%	4%	-7%	-2%	18%	1%	0%	-3%	10%
CCN(CC)CCCN1C(=O)C(=O)/C(=C(/O)c2ccc3c(c2)OCCO3)C1c1ccco1 (stereo not drawn)	-3%	-2%	2%	-4%	2%	0%	-12%	-4%	14%
CCCCC(=O)Nc1cccc(-c2nn3c(C)nnc3s2)c1	25%	-8%	-5%	0%	13%	7%	-10%	4%	0%
O=C(Nc1cccc(S(=O)(=O)N2CCCCC2)c1)[C@@H]1CCCN1S(=O)(=O)c1ccccc1C(F)(F)F	2%	0%	-22%	-1%	-6%	-26%	61%	-10%	?
Cc1nc2cc(NCc3ccccc3O)ccc2n1Cc1ccccc1	-23%	?	15%	18%	-20%	3%	10%	-22%	-5%
COc1ccc(CCNC(=O)CSc2nc(O)cc(=O)[nH]2)cc1OC	9%	15%	4%	-2%	3%	18%	-4%	-8%	6%
O=C(O)c1ccccc1-c1c2cc(I)c(=O)c(I)c-2oc2c(I)c(O)c(I)cc12	-21%	7%&1%	-29%	0%	-24%	0%&16%	-10%	?	-15%
O=C(O)Cc1sc(N/N=C\c2ccncc2)nc1-c1ccccc1	1%	5%	-4%	4%	-4%	-14%	2%	-16%	22%
COC(=O)c1ccc(Cl)c(NC(=O)C2CCN(S(=O)(=O)Cc3ccccc3)CC2)c1	.	3%	-8%	.	.	-6%	.	15%	-2%
O=C(Nc1ccccc1C(=O)N1CCN(c2cccc(Cl)c2)CC1)C1=CSCCO1	-7%	-30%	?	7%	-18%	-29%	?	3%	?
CCCN1CCC(NC(=O)CCc2nnc(Cc3cc(OC)ccc3OC)o2)CC1	8%	-18%	-8%[0.397 µM]	10%	-10%	-5%	-4%	-12%	-11%
CC(Oc1cc2oc(=O)c3c(c2cc1Cl)CCC3)C(=O)NCc1ccncc1 (stereo not drawn)	-16%	?	7%	8%	-2%	-1%	-3%	5%	20%
CCOC(=O)CCC(=O)N1CCOCCOCCOCC1	-9%[9.24 µM]	4%	-19%	0%	3%	8%	0%	-13%	3%
C(=N/Nc1nc(-c2ccccc2)cc(-c2ccccc2)n1)/c1cccnc1	-10%	?	14µM*	-3%	-16%	?	-8%	?	?
COCCN1CC(CNC(=O)c2cc(COc3ccc(C)c(C)c3)on2)CC1=O (stereo not drawn)	4%	2%	-18%	1%	8%	-5%	?	-10%	-9%
O=C(Cn1c(SCc2ccccc2)nc2ccccc21)N1CCOCC1	7%	3%	-5%	0%	10%	24%	-2%	-5%	-12%
Cc1ccsc1C(=O)N1CCN(c2ccccn2)CC1	14%	1%	12%	-2%	16%	-1%	2%	-15%	-15%
CNc1cc(-c2ccc(C(=O)OC)cc2)ncn1	20%	27%	2%	-6%	?	0%	.	4%	3%
COc1ccc2c(c1)CC/C2=N\OC(=O)c1ccccc1C	-2%	-23%	?	10%	-4%	19%	4%	-1%	9%
CC1CCN(C(=O)Cn2cc(C#N)c3ccccc32)CC1	8%	2%	3%	5%	10%	0%	-2%	9%	-3%
COc1ccc(CN2CCc3c(c(=O)n4ncc(C(=O)N5CCN(c6ccccc6OC)CC5)c4n3C)C2)cc1	.	-18%	18%	.	.	?	.	-5%	-29%
CCOC(=O)Cn1ccc2cc(S(=O)(=O)N3CCCC3)ccc21	7%	12%	6%	1%	9%	5%	.	-1%	12%
Cc1nn2cnc3sc4c(c3c2nc1=O)CCCC4	12%	1%	9%	-5%	14%	7%	-4%[9.22 µM]	-2%	-1%
CCCCCCCCN1C(=O)[C@H](CC(=O)NCCC(C)C)C[C@@]2(C(=O)OCC)CCCC=C12	?	?	-12%	1%	?	-20%	.	5%	?
O=C(CS(=O)c1ccc(F)cc1)N1CCOCC1 (stereo not drawn)	12%	12%	12%	1%	4%	2%	12%	6%	10%
CC(=O)c1c(C)nc2cc(Cl)ccc2c1N	15%	-4%	-27%	2%	2%	5%	-8%	-9%	-9%
CC1SC2(NC1=O)C1CC3CC(C1)CC2C3 (stereo not drawn)	-5%	0%	-5%[0.397 µM]	17%	0%	0%	0%	1%	0%
COc1nc(-c2ccc(C)cc2)ccc1-c1noc(-c2ccccc2Br)n1	.	3%	16%	.	.	-2%	.	5%	1%

# Arranged by count of non-hydrogen atoms (rising): part of the list above
SMILES	HT1080 IDH1KD tx	KB-V1 cytotox	TDP43 rescue	GLP-1R agonist	HT1080NT lethal	KB-3-1 cytotox	SW480 rerep	GLP1R cytotox	GLP1R inv ag
CC(=O)c1c(C)nc2cc(Cl)ccc2c1N	15%	-4%	-27%	2%	2%	5%	-8%	-9%	-9%
COc1ccc2c(c1)CC/C2=N\OC(=O)c1ccccc1C	-2%	-23%	?	10%	-4%	19%	4%	-1%	9%
CCOC(=O)Cn1ccc2cc(S(=O)(=O)N3CCCC3)ccc21	7%	12%	6%	1%	9%	5%	.	-1%	12%
COCCN1CC(CNC(=O)c2cc(COc3ccc(C)c(C)c3)on2)CC1=O (stereo not drawn)	4%	2%	-18%	1%	8%	-5%	?	-10%	-9%
CCCCCCCCN1C(=O)[C@H](CC(=O)NCCC(C)C)C[C@@]2(C(=O)OCC)CCCC=C12	?	?	-12%	1%	?	-20%	.	5%	?

# The list goes on:
SMILES	HT1080 IDH1KD tx	KB-V1 cytotox	TDP43 rescue	GLP-1R agonist	HT1080NT lethal	KB-3-1 cytotox	SW480 rerep	GLP1R cytotox	GLP1R inv ag
Oc1ccccc1CN1CCCC(N2CCc3ccccc3C2)C1 (stereo not drawn)	-19%	0%	-12%	-1%	-16%	8%	-2%	-10%	?
C/C(=N\NC(=O)c1nnn(-c2nonc2N)c1CSc1ccc(C)cc1)c1cccnc1	-1%	-21%	7%	12%	8%	-4%	.	2%	-12%
O=C(COc1cccc2c1CCN(Cc1ccc(Cl)cc1)C2=O)N1CCOCC1	-23%	?	-6%	2%	0%	-19%	-5%	-1%	-8%
CCc1cccc(CC)c1C(OC(C)=O)c1cccnc1 (stereo not drawn)	2%	1%	14%	3%	2%	7%	-9%	3%	?
CC(=O)N1CCN(Cc2nc3cc(NC(=O)COc4cccc(C)c4)ccc3n2C)CC1	-10%	17%	-5%	8%	-27%	-5%	-6%	-3%	-8%
COc1ccc(C(=O)n2nc(C)c(Br)c2C)cc1	12%	18%	18%	-10%	12%	-2%	-15%	2%	2%
COc1ccc(C(=O)NC2CCCc3c2cnn3-c2ccc(C)c(C)c2)c(OC)c1OC (stereo not drawn)	-11%	1%	13%	11%	-10%	-4%	?	1%	?
O=C(Nc1ccccc1F)c1cc(S(=O)(=O)N2CCOCC2)cs1	8%	15%	-10%	-1%	4%	-11%	-2%	-1%	1%
CC(NC(=O)C1CCN(C(=O)Nc2ccccc2)CC1)c1ccc(Cl)cc1 (stereo not drawn)	-4%	?	19%	-7%	5%	5%	-1%	0%	?
O=C(COc1ccccc1)NC(NC(=S)Nc1ccccc1C(=O)O)C(Cl)(Cl)Cl (stereo not drawn)	0%	-1%	13%	4%	-4%	-5%	4%	9%	15%
Cc1nnc(SCC(=O)N(CC(C)C)C2CCS(=O)(=O)C2)n1N (stereo not drawn)	10%	?	2%	0%	4%	6%	-19%	-12%	-11%
O=C(CCCN1C(=O)NC2(CCCC2)C1=O)Nc1ccc(Cl)c(S(=O)(=O)N2CCOCC2)c1	15%	?	?	5%	12%	-1%	?	-11%	13%
Cc1cccc(C2CC(c3ccccc3)Nc3nc(N)nn32)c1 (stereo not drawn)	13%	-1%	6%	24%	3%	5%	0%	0%	6%
O=C(COC(=O)c1cccnc1)Nc1cccc(Cl)c1	-7%	7%	9%	-1%	-5%	6%	-2%	20%	-13%
CCN(CC)c1nc2ccccc2nc1C(C#N)C(=O)NCCc1ccccc1 (stereo not drawn)	1%	0%	22%	4%	-3%	0%	?	105%[activator]	0%
CN1CCN(C(=O)C23CCC(C)(c4nc5ccccc5nc42)C3(C)C)CC1 (stereo not drawn)	8%	1%	7%	3%	6%	-2%	-13%	0%	-10%
COC(=O)/C=C/c1cccc([C@H]2[C@@H]3C=CC[C@@H](C)[C@@H]3C(=O)N2Cc2ccccc2)c1	-11%	0%	?	2%	-11%	0%	-33%	3%	?
Nc1cc(C(=O)c2cccs2)ccc1Cl	-3%	?	-3%	10%	6%	7%	-7%	1%	1%
Cn1c(N/N=C/c2cc3ccccc3nc2Cl)nc2ccccc21	?	?	-12%	-6%	?	?	?	?	?
CC(NC(=O)Nc1ccc(F)cc1F)c1ccc2c(c1)OCO2 (stereo not drawn)	0%	-11%	-1%	1%	2%	4%	-5%	-3%	?
CCOc1ccccc1NC(=O)CSc1nnnn1-c1ccccc1	-13%	9.2µM*	?	15%	-10%	-11%	-1%	-11%	-20%
COc1ccc(/C=C/C(=O)O)cc1S(=O)(=O)Nc1ccc2c(c1)OCO2	2%	15%	-3%	-1%	6%	?	13%	2%	31%
Cc1ccc(-n2nc3cc(C)c(NC(=O)COc4ccccc4)cc3n2)cc1	.	?	1%	.	.	-6%	.	-5%	4%
Cc1ccc(NC(=S)N2CCN(S(C)(=O)=O)CC2)cc1Cl	6%	-22%	2%	-8%	0%	-7%	-18%	23%	13%
COc1ccc(-n2c(SCC(=O)Nc3cccc(C(=O)O)c3)nnc2-c2ccco2)cc1	15%	15%	1%	-2%	16%	0%	-14%	-1%	5%
